mlh1 rad18: NCI yeast anticancer drug screen, S. cerevisiae mlh1 rad18 strain. actives 11% (n = 79,000). growth inhibition, % at 50 µM;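 further: 0% = growth of vehicle-only cultures of the same strain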
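Steps: expose repair-defective yeast to compound; measure growth; express inhibition against vehicle-treated controls.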
rad50: NCI yeast anticancer drug screen, S. cerevisiae rad50 strain. growth inhibition, % at 50 µM. actives 10% (n = 79,000);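 further: 0% = growth of vehicle-only cultures of the same strain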
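Growth of the mutant yeast was measured after compound exposure and referenced to vehicle-treated cultures.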
yeast bub3: NCI yeast anticancer drug screen, S. cerevisiae bub3 mutant strain | actives 9.9% (n = 78,000) | AID 167, 2004 | growth inhibition, % at 50 µM;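 further: 0% = growth of vehicle-only cultures of the same strain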
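Growth of a checkpoint-deficient yeast mutant is measured after compound exposure. Values represent inhibition relative to vehicle.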
mec2-1: NCI yeast anticancer drug screen, S. cerevisiae mec2-1 strain; % growth inhibition at 50 µM; actives 9% (n = 79,000);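 further: 0% = growth of vehicle-only cultures of the same strain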
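Compounds were applied to mec2-1 yeast cells. Their growth was then compared with that of vehicle-treated cultures to give growth inhibition.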
sgs1 mgt1: NCI yeast anticancer drug screen, S. cerevisiae sgs1 mgt1 strain; actives 10% (n = 78,000); % growth inhibition at 50 µM;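 further: 0% = growth of vehicle-only cultures of the same strain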
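Growth of a repair-deficient yeast mutant was monitored after compound treatment and expressed as inhibition relative to vehicle-treated cultures.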
cln2 rad14: NCI yeast anticancer drug screen, S. cerevisiae cln2 rad14 strain | % growth inhibition at 50 µM | actives 8.3% (n = 78,000) | AID 165, 2004;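 further: 0% = growth of vehicle-only cultures of the same strain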
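Readout is yeast growth inhibition versus vehicle-treated controls, using a strain with cln2 and rad14 alterations exposed to compound.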
* hit, by the source's call; x = not tested or not shown; & = joins results of further samples. No stated cut-off is given here; in the data, active means growth inhibition above about 70%; inactive means the rest.

Every second line gives: mec2-1	mlh1 rad18	yeast bub3	sgs1 mgt1	rad50	cln2 rad14
CCCC(=O)CCN(C)Cc1ccccc1
→ -6.0	5.8	6.2	-6.8	3.1	-12.8
COc1cc(O)c2c(c1O)C(=O)c1cc(C)ncc1C2=O
→ 23.2	64.8	75.9*	69.9	65.7	18.9
CCC(=O)Oc1c2ccsc2c(OC(=O)CC)c2ccsc12
→ 6.6	13.7	29.4	32.1	29.1	-3.2
CCCCOC(=O)c1ccc(NC(=O)Nc2cc([N+](=O)[O-])ccc2F)cc1
→ 54.6	71.2*	12.3	63.0	56.4	54.6
Nc1nc(-c2cccc([N+](=O)[O-])c2)c(N=Nc2ccc(Br)cc2)s1
→ 12.4	6.0	-3.2	23.1	10.3	15.8
COc1ccc(/C=C/c2ccc3ccccc3n2)cc1OC
→ 97.0*	95.7*	95.3*	97.5*	93.8*	83.6*
O=C(Nc1ccc(S(=O)(=O)NC2CCCCC2)cc1)OC1CCCCCC1
→ -1.2	-0.8	-1.9	7.8	2.6	4.3
Cc1nc2c(n1-c1ccc(Br)cc1)C(=O)c1ccccc1C2=O
→ -17.9	x	-30.2	-4.4	33.9	12.3
CC(COc1ccc(Cl)cc1)OS(=O)(=O)CCCl (centres undefined)
→ 13.0	-4.7	-1.1	-16.1	14.3	-16.1
Cc1ccc2[nH]c(C)c(C(=O)c3ccncc3)c2c1
→ -15.4	-9.4	-10.7	4.2	-2.8	-8.3
O=[N+]([O-])c1ccc(N/N=C/c2ccccc2O)c([N+](=O)[O-])c1
→ 20.5	4.2	1.1	4.8	5.0	-6.8
CC=C/C=C/[C@@H]1O[C@](O)([C@H](CC)C(=O)NC/C=C/C=C(\C)[C@@H](OC)[C@@H](C)[C@@H]2O[C@H](/C=C/C=C/C=C(\C)C(=O)c3c(O)cc[nH]c3=O)[C@H](O)[C@@H]2O)[C@H](O)[C@H](O)C1(C)C
→ 18.9	15.6	29.9	38.9	35.2	36.2
O=C(O)c1cccn1-c1ccccc1
→ -24.6	-15.6	-10.2	-1.6	-4.0	-21.1
CCC1(CC)N=C2OCCN2C1=O
→ -15.8	13.4	33.7	2.8	12.9	51.7
CCC(C)(CC=C(C)C)c1ccncc1 (centres undefined)
→ 1.9	-9.6	9.6	3.1	-6.7	-16.8
CC1=C(C(=O)Nc2ccccc2)C(c2cc(Cl)cc(Cl)c2)C(C(=O)Nc2ccccc2)=C(C)N1
→ 85.5*	74.1*	63.4	83.0*	87.0*	63.1
COc1cc(/C=C/C(=O)c2c(=O)o[nH][n+]2-c2ccccc2)ccc1[O-]
→ -7.1	-18.1	-1.9	16.1	-3.8	20.9
CC1(CO)OC(n2cnc3c(N)ncnc32)C(O)C1O (centres undefined)
→ -30.8	-29.2	-14.7	-52.6	-25.8	-8.2
Cc1ccc(S(=O)(=O)N2CCCC2C(=O)O[C@H]2CC[C@H]3CC=C[C@H]32)cc1 (some centres undefined)
→ -44.7	-21.6	-5.2	-8.2	-15.6	-8.4
CC(=O)OCOC1C(COC(C)=O)OCOC(COC(C)=O)C1OCOC(C)=O (centres undefined)
→ -0.7	9.1	-2.8	1.1	2.7	-14.5
CCCOC(=O)c1nc(N(CC2CCCCC2)C(=O)NC)sc1/N=C/c1ccccc1
→ -18.9	-10.2	10.8	4.2	5.2	37.9
CCC(=O)C(=O)c1ccccc1
→ -6.5	3.2	-1.1	-0.4	-12.9	-2.4
Nc1ccccc1N=Cc1c(O)c2ccccc2oc1=O
→ -11.0	8.2	4.2	2.7	-8.6	4.0
NC(N)=NS(=O)(=O)c1ccc(NC(=O)c2cccc3cc4ccccc4nc23)cc1
→ 32.0	33.8	26.4	5.5	39.7	35.6
C(=Nc1cnc2ccccc2c1)c1ccc2ccccc2n1
→ -13.4	-14.8	-55.9	-11.3	-5.3	-6.2
CC(=O)OCC1OC(n2c(-c3ccccc3)cc(-c3ccco3)c(C#N)c2=O)C(OC(C)=O)C(OC(C)=O)C1OC(C)=O (centres undefined)
→ 8.1&-5.8	17.6&-14.4	13.4&1.0	22.8&17.9	-9.3&-1.9	30.6&13.4
CC(CN(C)C)C(=O)/C=C/c1ccc(F)c(F)c1 (centres undefined)
→ 26.4	66.4	14.4	18.6	12.5	32.1
COc1ccc(C(C2=C(O)COC2=O)c2cc3c(cc2O)OCO3)cc1OC (centres undefined)
→ -24.9	-52.9	-28.9	-13.2	-18.6	-5.5
CCOC(=O)c1c(C)c2c(n1C)CCC(C(=O)OCC)C2=O (centres undefined)
→ 9.4	0.5	4.6	10.3	-3.1	11.4
O=C1N(Cc2ccccc2)[C@H]2CS(=O)(=O)C[C@@H]2N1Cc1ccccc1
→ 4.1	12.7	0.8	8.8	0.9	-10.0
Nc1ncnc(N)c1NC(=O)c1cccc(OCc2ccccc2)c1
→ 22.1	-28.1	6.2	5.7	2.9	2.1
COC(=O)c1ccccc1N=Cc1ccc(N(CCC#N)S(=O)(=O)c2ccccc2)cc1
→ 13.3	15.9	20.3	-6.2	-2.0	18.2
c1cc[c]([Sn]([S]c2cccc3cccnc23)([c]2ccccc2)[c]2ccccc2)cc1
→ 98.7*	98.1*	99.0*	96.9*	96.3*	94.2*
O=c1cc(CF)[nH]c(=S)[nH]1
→ -19.3	-5.7	-27.5	-19.3	-6.0	56.0
CC(C)(c1ccccc1)c1ccc2[nH]c(C(C)(C)c3ccccc3)c(CC(=O)O)c2c1
→ 69.5	96.0*	94.8*	85.7*	93.7*	96.0*
CCC1CCC2=C(C1)C(=O)c1ccccc1C2=O (centres undefined)
→ 49.5	51.5	95.9*	45.0	3.4	49.3
COc1cc([C@@H]2c3cc4c(cc3[C@H](OC3OC5COC(c6ccco6)OC5C(O)C3O)C3COC(=O)[C@@H]32)OCO4)cc(OC)c1OC (some centres undefined)
→ 18.8	-42.0	0.2	7.6	7.2	17.9
O=C(O)c1ccc2cc3ccccc3cc2c1
→ 47.4	54.1	62.4	63.0	75.9*	61.9
Nc1c(Br)c(Br)cc2c1-c1ccc(Br)cc1C2
→ 3.8	-4.7	7.9	-2.6	8.2	8.8
O=C(Nc1cc2cc([N+](=O)[O-])ccc2oc1=O)c1cccs1
→ -30.7	-15.6	-40.2	-6.8	-12.2	4.8
COC(=O)/C(C#N)=C(\Nc1ccccc1)N1CCCCC1
→ -45.2	-18.4	-0.2	-8.5	-17.2	-2.3
C[C@H]1ON2CCC[C@@H]2[C@@H]1C(=O)N1C2CC3CCC2(CS1(=O)=O)C3(C)C (some centres undefined)
→ -18.9	-13.1	-10.8	-32.6	-57.4	-14.3
N#CCCNC(CC(=O)O)C(=O)O (centres undefined)
→ 1.6	-4.8	0.5	14.4	10.7	-13.2
C=C1CC2(OC1=O)C(=O)N(C)c1ccccc12 (centres undefined)
→ 87.5*	91.7*	88.2*	82.6*	84.5*	15.0
NC(=O)C1CCCN1C(=O)C1CCCN(Cc2cc(CN3CCCC(C(=O)N4CCCC4C(N)=O)C3)cc(CN3CCCC(C(=O)N4CCCC4C(N)=O)C3)c2)C1 (centres undefined)
→ 40.7	28.6	48.8	59.5	78.1*	16.9

Another view of two compounds above:
COC(=O)/C(C#N)=C(\Nc1ccccc1)N1CCCCC1
  mec2-1: -45.2	mlh1 rad18: -18.4	yeast bub3: -0.2	sgs1 mgt1: -8.5	rad50: -17.2	cln2 rad14: -2.3
C[C@H]1ON2CCC[C@@H]2[C@@H]1C(=O)N1C2CC3CCC2(CS1(=O)=O)C3(C)C (some centres undefined)
  mec2-1: -18.9	mlh1 rad18: -13.1	yeast bub3: -10.8	sgs1 mgt1: -32.6	rad50: -57.4	cln2 rad14: -14.3

Next structures follow:
Every second line gives: mec2-1	mlh1 rad18	yeast bub3	sgs1 mgt1	rad50	cln2 rad14
COC(=O)c1nnn(-c2cccc(Cl)c2)c1N
→ -6.1	20.4	-26.9	-0.2	3.7	15.7
Cc1ccc(SC#CSc2ccc(C)cc2)cc1
→ 19.1	1.6	10.3	-6.8	-9.7	-0.2
O=C(N/C(=C\c1ccc(/C=C(\NC(=O)c2ccccc2)c2nc3ccccc3s2)cc1)c1nc2ccccc2s1)c1ccccc1
→ 87.5*	83.8*	85.5*	85.6*	85.1*	84.7*
O=c1cc(N2CCOCC2)n2c(ccc3ccccc32)n1
→ -2.4	-2.6	22.0	-10.4	-17.9	13.2
CCCCN1CN(CCCC)CN(C(=S)c2c(Cl)cccc2Cl)C1
→ 3.1	21.5	0.7	13.3	25.8	22.2
OC1CCC2=C(C1)C1CCC2C1 (centres undefined)
→ -10.7	15.8	-12.0	-11.8	9.1	-18.4
CS/C(N)=N/N=C(\N)SC
→ 3.2	-1.6	-1.6	-0.7	-1.7	-40.5
C1=CC2C1C1(Cc3ccccc3)N=NC2(Cc2ccccc2)C2C=CC21 (centres undefined)
→ 33.5	2.1	58.8	36.0	43.1	47.6
O=C(O)/C=C/C(=O)Nc1cccc2c1Cc1ccccc1-2
→ 9.0	19.9	-4.3	20.9	-7.2	-29.5
CCOC(=O)c1ccc2nc(/N=C/c3ccccc3Cl)sc2c1
→ 4.3	5.3	-9.7	2.2	-7.6	4.5
O=C(O)CCC(CCC(=O)O)(C(=O)O)c1ccccc1
→ -6.5	-7.8	-1.6	-8.8	-20.1	-42.1
O=C(Cn1cc[n+](CC(=O)c2ccccc2)c1)c1ccccc1
→ 4.7	63.4	6.0	-4.0	-5.5	-36.6
CC1CCCC(C)C1=O (centres undefined)
→ -12.2	-4.3	3.0	-13.4	8.7	13.8
COc1cc2c(cc1OC)C(N)CCC2 (centres undefined)
→ -27.1	15.2	8.8	-10.1	10.8	-5.1
CN(C)C(=S)/N=c1\ss/c(=N\C(=S)N(C)C)n1Cc1ccco1
→ -10.7	-3.1	-3.0	-2.7	12.2	9.1

Some of these compounds in order of formula weight, ascending:
Every second line gives: mec2-1	mlh1 rad18	yeast bub3	sgs1 mgt1	rad50	cln2 rad14
COC(=O)/C(C#N)=C(\Nc1ccccc1)N1CCCCC1
→ -45.2	-18.4	-0.2	-8.5	-17.2	-2.3
CCC(=O)Oc1c2ccsc2c(OC(=O)CC)c2ccsc12
→ 6.6	13.7	29.4	32.1	29.1	-3.2
CCCOC(=O)c1nc(N(CC2CCCCC2)C(=O)NC)sc1/N=C/c1ccccc1
→ -18.9	-10.2	10.8	4.2	5.2	37.9

Pulled one by one from the entries so far, 4 records:
Every second line gives: mec2-1	mlh1 rad18	yeast bub3	sgs1 mgt1	rad50	cln2 rad14
CC(C)(c1ccccc1)c1ccc2[nH]c(C(C)(C)c3ccccc3)c(CC(=O)O)c2c1
→ 69.5	96.0*	94.8*	85.7*	93.7*	96.0*
COc1cc(/C=C/C(=O)c2c(=O)o[nH][n+]2-c2ccccc2)ccc1[O-]
→ -7.1	-18.1	-1.9	16.1	-3.8	20.9
C=C1CC2(OC1=O)C(=O)N(C)c1ccccc12 (centres undefined)
→ 87.5*	91.7*	88.2*	82.6*	84.5*	15.0
O=C(Nc1cc2cc([N+](=O)[O-])ccc2oc1=O)c1cccs1
→ -30.7	-15.6	-40.2	-6.8	-12.2	4.8

(continued)
Every second line gives: mec2-1	mlh1 rad18	yeast bub3	sgs1 mgt1	rad50	cln2 rad14
N#CC1C=Cc2ccccc2N1C(=O)Oc1ccccc1 (centres undefined)
→ 14.3	16.6	-7.8	10.6	1.5	18.6
c1ccc2c(NNc3nncc4ccccc34)nncc2c1
→ -1.2	-1.4	8.1	4.5	9.4	-42.0
CCC(c1ccc(OCc2ccccc2)cc1)c1cc2c(cc1OCCO)OCO2 (centres undefined)
→ 57.0	57.0	39.7	-3.0	23.7	0.9
CC1(C)Cc2ccccc2/C1=C/c1ccccn1
→ 5.2	-4.0	10.8	39.5	31.1	-8.8
CC(=O)OCCOCNC(=S)NN1CCOCC1
→ -6.5	-3.6	-3.7	-34.4	0.8	0.8
CNC(=O)NCCCCC(NC(C)=O)C(=O)NCc1ccccc1 (centres undefined)
→ -26.2	-11.6	-16.2	-6.2	-25.4	15.9
C[N+](C)(C)CCN(Cc1cccs1)c1ccccn1
→ 29.9	-2.1	-4.2	-37.8	20.2	72.2*
CCCCc1cc2c(cc1O)CCC1C2CC[C@@]2(C)C1CC[C@@H]2O (some centres undefined)
→ 78.5*	84.6*	81.7*	80.6*	67.5	86.8*

Screening results (PubChem BioAssay)
